aSyn tox rescue: rescues yeast growth from alpha-synuclein toxicity; S. cerevisiae alpha-synuclein toxicity rescue, BacTiter-Glo growth, 24 h; Potency, µM (top dose mostly 46.1 µM), without a hit: at the highest dose growth rescue (activation), hits mostly activators; actives 0.02% (n = 94,000); AID 1347070; active = well fitted activation curve with a large enough effect; inconclusive = small, poorly fitted or top-dose-only effect; note: 0% is about no effect
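Growth restoration measured by BacTiter-Glo luminescence after 24 hr at 30 deg C; alpha-synuclein yeast, raffinose-pregrown to mid-log, were added at OD600=0.02 in galactose medium onto pinned compounds.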
An asterisk follows results filed as active; u = inconclusive; [ ] = another dose, or the depositor's remark. Potency is the fitted concentration of half-maximal effect. This is a subset (hit frequency here may not be typical).

SMILES	aSyn tox rescue
CCN(C(=O)CCS(=O)(=O)c1cccc2nonc12)c1ccc(C)c(C)c1	10%
COc1ccc(CCN=C2SCC(=O)N2Cc2ccccc2)cc1OC	0%
Cc1onc(-c2ccccc2)c1C(=O)NCc1ccccc1F	4%
Cc1cccc(-n2cc(-c3ccccc3)c3c(NC4CCCC4)ncnc32)c1	-6%
COc1ccc(C2CCCN2C(=S)Nc2ccc(C)cc2C)cc1OC (stereo not given)	-6%
O=C(NNC(=O)c1cccs1)c1cccnc1	1%
Cc1ccc(C)c(NC(=O)CCn2cnnn2)c1	5%
CCOC(=O)C1CCN(C(=O)Cn2ncc3c4ccccc4n(C)c3c2=O)CC1	3%
O=c1oc2ccccc2n1CCCOc1ccccc1Cl	1%
CCSc1ncc(Cl)c(C(=O)Nc2nc3ccc(Cl)cc3s2)n1	-4%
CC(=O)c1ccc(S(=O)(=O)NCc2ccc(C(=O)NCC(c3ccccc3)N(C)C)cc2)cc1 (stereo not given)	2%
Cc1ccc(NC(=O)Cn2c(=O)n(Cc3nc(-c4ccccc4)no3)c(=O)c3cc4c(cc32)OCO4)cc1F	-8%
CN(CC(=O)Nc1ccc(Cl)cc1)C(=O)c1cccc(S(=O)(=O)N2CCN(Cc3ccccc3)CC2)c1	-5%
COc1ccc(NC(=O)CNC(=O)Cc2ccccc2)cc1OC	1%
COc1ccc(NCc2nnc(SCC(=O)NNC(=O)c3ccc(C)cc3)n2C)cc1	11%
O=C(NCc1nc(-c2ccccc2)cs1)c1ccccc1	-3%
Cc1cnc(C(=O)NNC(=O)c2ccc(Br)cc2)cn1	u
O=C(Cc1cccc2ccccc12)NN1C(=O)CSC1=S	11%
N#CCSc1nccc(/C=C/c2ccccc2)n1	9%
CCc1cccc(NC(=O)CCc2nc3cccnc3n2Cc2ccc(OC)cc2)c1	-4%
CC(C)(C)C(=O)Nc1sc2c(c1C#N)CCN(Cc1ccccc1)C2	-9%
Cc1cc2oc(C(=O)Nc3cccc(-c4nc5ccccc5o4)c3)c(C)c2cc1Cl	-5%
CCc1ccccc1NC(=O)Cn1nnc(C(=O)OC)c1C(=O)OC	-1%
O=C(NCCc1ccccc1)C1CCN(C(=O)c2sccc2-n2cccc2)CC1	-2%
COc1ccccc1CCC(=O)OCC(=O)N1CCN(S(=O)(=O)c2ccc(C)cc2C)CC1	8%
CCc1ccc(NC(=O)CSc2nc3ccccc3c(=O)n2CCC(=O)NC2CCCCC2)cc1	-8%
COCCNc1nnc(SCC(=O)NC(=O)c2ccccc2)s1	3%
Cc1nn(Cc2c(Cl)cccc2Cl)c(C)c1NC(=O)c1cc(C(C)C)on1	7%
CN(C)S(=O)(=O)Oc1cc(Cl)ccc1C(=O)Nc1ccc(F)cc1F	5%
O=C(CCCC(=O)N(CC(=O)NC1CCCCC1)c1cccc(F)c1)Nc1ccccn1	-3%
COc1cc(NC(=O)CN2C(=O)COc3ccc(S(=O)(=O)NC4CCCC4)cc32)cc(OC)c1	-6%
Cc1ccc(CSc2ncc(Cl)c(C(=O)Nc3nnc(C)s3)n2)cc1	2%
CCOc1ccc(CCNC(=O)Cn2c(-c3cccs3)cc3ccccc32)cc1	2%
COc1ccc(-n2nc(C(=O)Nc3cc(C)ccn3)c3c4ccccc4n(C)c3c2=O)cc1	1%
CC(=O)Nc1ccc(NC(=O)COc2c(C)cc(Br)cc2C)cc1	3%
O=C(COC(=O)C1CC1)NCCc1ccc(Cl)cc1	2%
Cc1cc(C)n2nc(C(=O)OCC(=O)N(Cc3ccccc3)C(C)C)nc2n1	6%
Cc1ccc(C(=O)COC(=O)c2cc(-c3ccc(Cl)cc3)nc3ccccc23)cc1	-3%
Cc1ccc(Sc2c(C)nn(-c3ccccc3)c2OC(=O)CC(C)C)cc1	-23%
CCOc1ccc(-c2cc(C(=O)NCCc3ccc(C)cc3)c3ccccc3n2)cc1	-3%
COc1ccc(C2CC(c3c(Cl)cccc3Cl)n3nc(N)nc3N2)cc1 (stereo not given)	-5%
O=C(c1ccccc1)c1ccc2nc(Nc3cc(Cl)ccc3O)c3nncn3c2c1	-3%
Cc1nc2ccn(Cc3cccs3)c(=O)c2cc1C(=O)N1CCN(c2ccccc2)CC1	3%
COc1ccc(N2CCN(CCCNC(=O)c3c(C)nn(-c4ccc(F)cc4)c3-n3cccc3)CC2)cc1	6%
COc1ccc(CNC(=O)C2CCN(C(=O)N3CCOc4ccc(C)cc43)CC2)cc1	3%
COc1ccc(Cn2c(=O)c3cccnc3n(CC(=O)Nc3c(C)cc(C)cc3C)c2=O)cc1	-4%
CN(CC(=O)NCCc1ccc(F)cc1)Cc1cccc(Cl)c1	-2%
Cc1cccc(NC(=O)c2cccc(NC(=O)c3ccco3)c2)c1C	-21%
Cc1nn2c(=O)cc(COC(=O)COc3ccccc3C)nc2s1	10%
O=[N+]([O-])c1ccc(N2CCN(c3ccccc3O)CC2)cc1	-2%
CCc1ccc(NC(=S)N2CCC(NC(=O)c3ccccc3OC)CC2)cc1	-2%
Cc1ccc(NC(=O)CNC(=O)Cn2c(C)cc3ccccc3c2=O)cc1F	-2%
Cc1cccc(NC(=O)CSc2nc(=O)n3ccccc3n2)c1C	2%
Cc1oc2c(c1C(=O)Nc1ccc(F)c(F)c1)C1=NCCN1C=N2	-13%
CC(=O)Nc1cccc(C(=O)NC(C)c2ccc(-n3ccnc3)cc2)c1 (stereo not given)	2%
CCc1cnc2c(c1SCC(=O)NCc1ccccc1Cl)c(=O)n(C)c(=O)n2C	4%
CCc1noc(C)c1C(=O)N(CC)CC(=O)NCc1ccc(F)cc1	5%
CN(c1ccc(C(=O)N2CCN(Cc3ccc4c(c3)OCO4)CC2)cc1)S(C)(=O)=O	-4%
O=C(C#Cc1ccccc1)c1ccccc1	1%
C/C(Cn1cnc([N+](=O)[O-])n1)=N\NC(=O)c1ccccc1O	-18%

Further entries:
SMILES	aSyn tox rescue
CCC(=O)N1CCc2cc(S(=O)(=O)NC(CC(C)C)C(=O)NCc3ccc(C)cc3)ccc21 (stereo not given)	-7%
CC(=O)c1ccc(OCCCC(=O)NC2CCCCC2C)cc1 (stereo not given)	2%
Cc1ccccc1C(=O)NCCNC(=O)c1ccccn1	28%
CC(C)C(=O)Nc1ccccc1C(=O)OCC(=O)c1ccc2c(c1)OCCO2	-3%
Cn1ccc(=O)c2cc([N+](=O)[O-])ccc21	0%
COc1ccc(C(CNC(=O)CCNS(=O)(=O)c2ccccc2)N2CCOCC2)cc1 (stereo not given)	-10%
CCCN(CCC)S(=O)(=O)c1ccc(C(=O)N2CCn3c4c(c5cc(C)ccc53)CCCC42)cc1 (stereo not given)	5%
C[C@H](CO)N1C[C@H](C)[C@H](CN(C)S(C)(=O)=O)OCc2ccccc2-c2c(n(C)c3ccccc23)C1=O	0%
Cc1ccc(C)c(N2CCN(C(=O)CCc3nnc4n(C)c(=O)c5ccccc5n34)CC2)c1	-11%
CC(C)(O)C(=O)N=Nc1c(O)[nH]c2ccccc12	-6%
O=C(NC1CCCCC1)c1ccc2c(c1)N(Cc1cccc(Cl)c1)C(=O)c1ccccc1S2=O (stereo not given)	8%
CCOC(=O)N1CCN(Cc2nc3c(c(=O)n(C)c(=O)n3C)n2Cc2ccc(F)cc2)CC1	-6%
C[C@@H]1CN([C@@H](C)CO)C(=O)c2c(c3ccccc3n2C)-c2ccccc2CO[C@H]1CN(C)S(=O)(=O)c1ccc(C#N)cc1	-2%
CN(C)c1ccc(NC(=O)Cn2cc(S(=O)(=O)Cc3cccc(Cl)c3)c3ccccc32)cc1	-1%
CC(C)C(=O)N1CCCCCCN1C(=O)C(C)C	-1%
Cc1ccccc1-c1nn2c(=O)cc(CN3CCN(S(=O)(=O)c4ccc(Cl)cc4)CC3)nc2s1	-5%
O=C(O)c1ccc(COc2ccc3ccccc3c2/C=C2/NC(=O)N(Cc3ccc(F)cc3)C2=O)cc1	0%
CC(=O)c1ccc(NC(=O)CSc2nc(-c3ccccc3F)nc3c2c(=O)n(C)c(=O)n3C)cc1	-1%
CCOC(=O)c1cc(-c2ccccc2)n(-c2cccc(C(=O)Nc3ccc(OC)cc3)c2)c1C	-7%
N=c1n(CCO)c2ccccc2n1CCOc1ccc(F)cc1	6%
CCOC(=O)N1CCc2c(sc3c2c(=O)n(-c2ccc(Cl)cc2)c(=O)n3CC(=O)Nc2ccccc2)C1	4%
CCn1nc(-c2ccccc2)c(-c2ccccc2)c(C(=O)Nc2ccccc2C(N)=O)c1=O	6%
CCOC(=O)c1c(C2CC2)csc1NC(=O)COC(=O)CCS(=O)(=O)c1ccc(C)cc1	-4%
O=C(NCCc1ccccc1)C1CCN(c2ncnc3c2nc2n3CCCCC2)CC1	0%
Cc1ccc(Cl)cc1N(C)C(=O)C1CCCN(c2ncnc3onc(-c4ccc(F)cc4)c23)C1 (stereo not given)	5%
CN(C)C(=S)Nc1ccc(Cl)cc1	3%
COc1ccc(NC(=O)CCc2nnc3n(CC(C)C)c(=O)c4ccccc4n23)cc1	1%
FC(F)(F)c1cnc(-c2cnc(-c3ccccn3)nc2)c(Cl)c1	-3%
Cc1ccc(S(=O)(=O)c2nc(-c3ccccc3)oc2SCC(=O)NC2CCCCC2)cc1	-50%[inhibitor]
COc1ccc(NC(=O)c2cnc3sc(N4CCOCC4)nn3c2=O)c(OC)c1	-1%
S=C(NN=Cc1ccccn1)Nc1ccccn1	u
CC(=O)N1N=C(c2ccc(Br)cc2)CC1c1cccc([N+](=O)[O-])c1 (stereo not given)	4%
CCOc1cccc(C(=O)Nc2ccc3oc(-c4ccncc4)nc3c2)c1	8%
CC(Oc1ccccc1F)C(=O)NNC(=O)CCS(=O)(=O)c1ccccc1Cl (stereo not given)	-3%
Cc1ccc(C)c(S(=O)(=O)N2CCCC2CNC(=O)C(=O)NCC2CCCO2)c1 (stereo not given)	-1%
Cc1ccc(-n2c(C)cc(/C=C3\NC(=O)NC3=O)c2C)c(C)c1	2%
CC(C)Oc1ccc(CNC(=O)C2CCN(Cc3cc4ccccc4n3Cc3ccccc3)CC2)cc1	-25%
Cc1ccc(S(=O)(=O)N2CCN(CCNC(=O)C(=O)Nc3ccc(F)cc3)CC2)cc1	-4%
CCN(CC)C(=O)c1sc2c(c1C)c(=O)n(-c1ccc(C)c(C)c1)c(=O)n2Cc1cc(=O)n2c(C)cccc2n1	-8%
CC(NS(C)(=O)=O)C(c1cccs1)N1CCN(Cc2ccccc2)CC1 (stereo not given)	0%
Cc1cccc(CN2C(=O)c3ccccc3S(=O)(=O)c3ccc(C(=O)N4CCN(c5cc(C)ccc5C)CC4)cc32)c1	2%
COc1cccc(NC(=O)CN(C)C(=O)COc2cc(C)ccc2Cl)c1	-15%
COc1ccc(-n2nc(C(=O)N3CCN(c4cccc(C)c4)C(C)C3)c3c4ccccc4n(C)c3c2=O)cc1 (stereo not given)	-6%
Cc1ccc(NC(=O)c2cnn3c(C(F)F)cc(-c4ccccc4)nc23)cc1F	-2%
CNC(=O)C1CCC(Cn2c(=O)c3sccc3n(CC(=O)NCc3ccc(OC)cc3)c2=O)CC1 (stereo not given)	-1%
Cc1ccc(C)c(S(=O)(=O)N2CCC3(CC2)OCCN3S(=O)(=O)c2cccs2)c1	10%
Cc1cc(C)cc(NC(=O)c2ccc(S(=O)(=O)C(F)F)cc2)c1	10%
COc1ccc(Cn2c(C(=O)O)c(CNCCc3ccco3)c3ccc(C)cc32)cc1	4%
NC(=O)C(=O)NN=C1C2CC3CC(C2)CC1C3	2%
COc1ccc(C(=O)Nc2ccc3nc(SCc4ccc(C)cc4)sc3c2)cc1	-4%
O=C(CCCc1ccccc1)Nc1cccnc1Cl	1%
O=C(c1nc2ccc(Cl)cn2c1CN1CCC[C@H]1CO)N1CCc2ccccc2C1	2%
COC(=O)Cn1c(C2CC(=O)N(c3c(C)cccc3C)C2)nc2ccccc21 (stereo not given)	0%
CC(C)c1ccc(NC(=O)c2ccc(NC(=O)CCS(=O)(=O)c3cccs3)cc2)cc1	3%
Cc1cccc(N2CCN(C(=O)C3CCCN(S(=O)(=O)c4ccc(Br)s4)C3)CC2)c1C (stereo not given)	4%
